M1 PAM – human M1 muscarinic receptor positive allosteric modulators, primary screen, CHO-K1 cells, Fluo-8 calcium fluorescence, 1536-well; activation, % at 3 µM; Muscarinic acetylcholine receptor M1 (Homo sapiens), P11229; hit rate 0.088% among 360,000; AID 588819, 2011; CHO-K1 hM1, ACh EC20; 0% = ACh EC20, 100% = maximal ACh; in the data active means activation above about 19%, passing the limit was not always enough
CRFR2-BP ag – agonists of CRF-BP/CRF-R2 complex, primary screen, cell-based, HEK293, calcium dye fluorescence, uHTS; CRF-binding protein / CRF receptor 2 complex (human); activation, % at 13.2 µM; calcium dye fluorescence (FLIPR); percent of saturating CRF peptide response; hit rate 0.46% among 350,000;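 active means activation of at least 50%, plus an integration ratio under a set limit after plate pattern correction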;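 further: plate controls were neutral control wells without compound for no effect and CRF at EC100 for full effect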
M4 PAM – human M4 muscarinic receptor positive allosteric modulators, primary screen, CHO-K1 cells, Fluo-8 calcium fluorescence. Muscarinic acetylcholine receptor M4 (Homo sapiens), P08173. CHO-K1 hM4/Gqi5, ACh EC20; 0% = ACh EC20, 100% = maximal ACh. activation, % at 3 µM. hit rate 0.4% among 360,000;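 active means activation above its plate's cutoff, the mean activation of sample wells plus 3 SD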; further: some results filed as inactive read as strong as hits
Target sequence (P08173 whole entry, looked up): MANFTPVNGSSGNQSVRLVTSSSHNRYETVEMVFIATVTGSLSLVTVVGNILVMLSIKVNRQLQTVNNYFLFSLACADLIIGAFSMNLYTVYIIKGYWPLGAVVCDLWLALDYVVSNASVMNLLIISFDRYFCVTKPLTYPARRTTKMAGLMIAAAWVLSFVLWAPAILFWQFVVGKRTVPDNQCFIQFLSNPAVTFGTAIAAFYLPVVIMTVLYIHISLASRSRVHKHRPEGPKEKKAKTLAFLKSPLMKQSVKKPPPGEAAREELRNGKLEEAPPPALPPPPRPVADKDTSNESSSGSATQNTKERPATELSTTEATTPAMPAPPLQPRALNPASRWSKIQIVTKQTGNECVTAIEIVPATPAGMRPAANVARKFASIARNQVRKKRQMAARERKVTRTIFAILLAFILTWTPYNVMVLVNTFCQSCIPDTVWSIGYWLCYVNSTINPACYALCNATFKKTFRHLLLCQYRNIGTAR
CHRM4 agonist – human M4 muscarinic receptor agonists, primary screen, CHO-K1 cells, Fluo-8 calcium fluorescence | CHO-K1 hM4/Gqi5; vehicle 0%, full acetylcholine response 100% | activation, % at 3 µM | hit rate 0.14% among 360,000 | AID 624127, 2012;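 active means activation above the run mean over all test wells plus 3 SD, cut at about 32% in these data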;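 further: peak over basal fluorescence ratio per well then scaled between controls; 0% = DMSO wells and 100% = acetylcholine at EC100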
CRFBP-R2 block – antagonists of CRF-BP/CRF-R2 complex, primary screen, cell-based, HEK293, calcium dye fluorescence, uHTS | CRF-induced calcium fluorescence | inhibition, % at 11.8 µM | hit rate 0.59% among 350,000 | AID 588475, 2011;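 active means inhibition of the ligand-induced calcium signal above about 50% at the single tested concentration, limit read from the data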
CHRM5 antagonist – human M5 muscarinic receptor antagonists, primary screen, CHO cells, Fluo-8 calcium fluorescence. Muscarinic acetylcholine receptor M5 (Homo sapiens), P08912. CHO-hM5 cells, ACh EC80. inhibition, % at 3 µM. hit rate 0.59% among 360,000. AID 624040, 2012;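 active means inhibition above a per-plate cutoff, the mean of that plate's test compounds plus 3 SD, cut at about 27% in these data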;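 further: 0% = acetylcholine EC80 with DMSO and 100% = DMSO without agonist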
Target sequence (P08912 whole entry, looked up): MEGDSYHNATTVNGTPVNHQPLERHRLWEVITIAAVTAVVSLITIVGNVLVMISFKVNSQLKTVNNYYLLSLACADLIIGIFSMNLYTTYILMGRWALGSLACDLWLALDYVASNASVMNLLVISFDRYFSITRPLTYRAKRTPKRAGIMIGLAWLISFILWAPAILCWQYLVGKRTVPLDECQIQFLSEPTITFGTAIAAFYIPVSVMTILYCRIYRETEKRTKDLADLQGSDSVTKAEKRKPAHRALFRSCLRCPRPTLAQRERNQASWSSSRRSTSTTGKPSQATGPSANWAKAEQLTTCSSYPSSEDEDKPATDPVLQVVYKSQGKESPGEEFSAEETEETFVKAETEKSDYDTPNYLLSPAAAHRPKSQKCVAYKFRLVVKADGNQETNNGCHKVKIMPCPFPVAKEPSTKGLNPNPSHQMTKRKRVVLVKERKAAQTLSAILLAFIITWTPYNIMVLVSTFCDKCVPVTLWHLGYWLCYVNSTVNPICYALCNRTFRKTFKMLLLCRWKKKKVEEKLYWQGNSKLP
M4 antag – human M4 muscarinic receptor antagonists, primary screen, CHO cells, Fluo-8 calcium fluorescence | Muscarinic acetylcholine receptor M4 (Homo sapiens), P08173 | CHO-hM4 cells, ACh EC80 | inhibition, % at 3 µM | hit rate 0.73% among 360,000;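 active means inhibition above its plate's cutoff, the mean inhibition of sample wells plus 3 SD, cut at about 27% in these data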;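 further: 0% = acetylcholine EC80 with DMSO and 100% = DMSO without agonist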
M5 PAM – human M5 muscarinic receptor positive allosteric modulators, primary screen, CHO-K1 cells, Fluo-8 calcium fluorescence; CHO-K1 hM5, ACh EC20 PAM; 0% = ACh EC20, 100% = ACh EC100; activation, % at 3 µM; hit rate 0.3% among 360,000; AID 624038, 2012;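 active means activation above the run cutoff, the mean activation of all test compounds plus 3 SD, cut at about 18% in these data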
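Assay system: CHO-K1 hM5 cells. Also added: acetylcholine at EC20 concentration, added after compound. Dosing: 3 µM, single dose. Times: compound preincubation 140 s before EC20 acetylcholine addition. Signal: Fluo-8 calcium fluorescence. Measure: % activation relative to EC20 and EC100 ACh responses. Repeats: singlicate, one well per test compound.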
CHRM5 agonist – human M5 muscarinic receptor agonists, primary screen, CHO-K1 cells, Fluo-8 calcium fluorescence | CHO-K1 hM5 cells; 0% DMSO wells, 100% maximal acetylcholine response | activation, % at 3 µM | hit rate 0.19% among 360,000;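 active means activation above the run's mean over test compounds plus 3 SD, cut at about 23% in these data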;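 further: signal is peak over basal fluorescence ratio across the kinetic read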
Numbers without * were called inactive; . = no result given.

M1 PAM,CRFR2-BP ag,M4 PAM,CHRM4 agonist,CRFBP-R2 block,CHRM5 antagonist,M4 antag,M5 PAM,CHRM5 agonist,SMILES
0,-1.9,1,2,2,-3,6,-4,-4,CN(C)c1ccc(/C=N/NC(=O)CN(c2ccccc2Cl)S(C)(=O)=O)cc1Br
9,-0.5,-6,1,-7,5,9,-5,-3,Cc1ccccc1NC(=O)Cc1nnc(N)s1
4,-0.8,1,2,20,-3,-5,2,-7,COc1ccccc1NC(=O)Nc1ccc2c(c1)CCC2
10,1.4,-1,0,-13,9,4,-3,-4,CCN(CC)S(=O)(=O)c1ccc(Cl)c(NC(C)=O)c1
7,-0.2,-1,1,-9,1,5,1,-3,O=C(/C=C/c1ccccc1)N1CCCN(C(=O)/C=C/c2ccccc2)CC1
11,-0.1,-1,-2,-12,6,8,3,-4,Cc1ccc(S(=O)(=O)NCC(=O)NCC(=O)NC(C)c2ccccc2Br)cc1C (stereo unspecified)
-9,.,-2,0,.,-2,-4,0,-1,Cc1nc2c(OCc3ccccc3)cccn2c1N(C)C(=O)C1CCCCC1
10,-1.3,-1,3,-5,-1,-3,-2,-3,COC(=O)c1ccc(Sc2ccccc2NS(=O)(=O)c2ccc(OC)cc2)nc1
-5,-0.7,-1,0,9,3,4,10,-2,Cc1ccc(C)n1-c1ncc(Br)cn1
8,-0.5,3,1,-2,4,-5,6,-2,CCC1(C)Cc2ccccc2-c2[nH][nH]c(=O)c21 (stereo unspecified)
7,-0.7,4,1,12,1,1,-1,-3,NS(=O)(=O)c1ccc(CNC(=O)/C=C/c2ccccc2)cc1
15,5.2,8,0,5,3,-1,5,-2,COc1cc(NC(=O)c2ccccc2)ccc1NC(=O)c1cc2ccccc2o1
3,2.9,3,1,9,-3,5,-4,0,CC1CCC/C(=C\Nc2ccccc2C(=O)O)C1=O (stereo unspecified)
9,0.8,4,1,-4,-14,-6,17,-5,COc1cc(NC(=S)NN2CCOCC2)cc(OC)c1
3,0.7,7,6,5,6,-15,-8,1,COc1ccc(NC(=O)N(C)C[C@@H]2OCc3ccccc3-c3c(n(C)c4ccccc34)C(=O)N([C@H](C)CO)C[C@H]2C)c(OC)c1
0,-0.8,-2,0,-13,20,-9,-15,6,N/C(=N\OC(=O)C12CC3CC(CC(C3)C1)C2)c1ccccn1
18,-0.1,-8,4,1,10,-15,-3,-4,CCN(CC)S(=O)(=O)c1ccc(Oc2ccccc2OC)cc1
12,0.3,0,1,-14,-18,-17,5,0,COc1ccc(OC)c(NC(=O)CCNC(=O)N2CC(=O)Nc3ccccc32)c1
5,-0.7,-2,1,10,-1,8,-1,1,COc1cc(S(=O)(=O)N2CCOCC2)ccc1NC(=O)CN1c2cccc3cccc(c23)S1(=O)=O
13,0.9,1,1,8,-2,1,0,4,O=C(Nc1ccccc1F)c1cc(C(=O)Nc2ccccc2F)cc([N+](=O)[O-])c1
-1,-2.4,1,2,-2,-2,4,-8,0,COc1ccc(CC2S/C(=N/N=C/c3ccc(O)cc3)NC2=O)cc1 (stereo unspecified)
4,-0.8,-1,0,-2,-1,-8,7,-2,Cc1c(-c2ccccc2)sc(N)c1C(=O)N1CCOCC1
0,0.6,-1,1,26,-10,1,8,-1,COc1ccc(NC(=O)Nc2ccc3[nH]ccc3c2)cc1
7,0.5,-2,1,5,-4,3,6,-2,S=c1[nH]nc(NCCc2ccccc2)s1
-12,-0.3,-9,24,3,17,-1,-12,2,O=C(Nc1cc2ccccc2oc1=O)c1ccccc1
9,4.8,23,0,21,9,-17,-2,-3,CC1(C)Cc2ccccc2C(/C(=N/O)C(N)=O)=N1
-10,-2.5,-2,16,-8,6,-15,-14,11,COc1ccc(-c2cc(N)n(S(=O)(=O)c3ccc(F)cc3)n2)cc1OC
4,-0.2,8,0,18,6,3,1,0,CCOC(=O)c1n[nH]c2ccccc12
16,0.7,1,1,-1,-1,1,9,0,O=c1onc(-c2ccccc2)c2ccccc12
3,3.5,13,-3,7,-7,-2,4,2,Cc1nc(N2CCC(C)CC2)c2nnn(Cc3ccccc3)c2n1
-1,-0.5,-1,1,-1,-3,6,-4,3,COc1ccc(/C=C2\SC(N)=NC2=O)cc1Br
-2,-0.2,-10,14,-19,15,1,-10,-2,CN(CC(=O)Nc1cccc(F)c1)C(=O)c1cn(-c2ccccc2)nc1-c1cccs1
0,0.4,-5,0,6,11,13,-1,-2,Cc1cccc(N(CC(=O)NC2CCCC2)C(=O)c2csnn2)c1C
0,0.3,-8,-1,-1,4,5,-2,-8,C=CCn1c(C23CC4CC(CC(C4)C2)C3)n[nH]c1=S
3,-2.2,7,4,-4,0,2,1,-1,COc1ccc(-n2ccnc2SCC(=O)Nc2ccc(OC)cc2OC)cc1
7,-5.9,-2,0,56*,1,8,6,-3,CNC(=O)CN(C1CCCCC1)S(=O)(=O)c1ccc(F)cc1
-15,-0.7,-6,6,29,-1,9,-13,5,COc1ccc(N2CCN(C(=O)CCc3ccc(S(=O)(=O)NCC(C)C)cc3)CC2)cc1
4,3.1,3,0,-13,-3,-5,12,0,CNC(=O)COC(=O)c1ccc(NS(=O)(=O)c2ccc3c(c2)OCCO3)cc1
5,-0.1,-4,4,0,11,6,-7,-2,C=CCC[C@@H](Cc1ccc(F)cc1)C(=O)OC[C@@H]1CCCN1C(=O)[C@@H](CC=C)CC(=O)N[C@@H](CO)Cc1ccccc1
9,1.4,24,0,0,-7,-12,11,2,Nc1ccc(C2(c3ccc(N)cc3)c3ccccc3C(=O)c3ccccc32)cc1

In another format: results already given
canonical_smiles	M1 PAM	CRFR2-BP ag	M4 PAM	CHRM4 agonist	CRFBP-R2 block	CHRM5 antagonist	M4 antag	M5 PAM	CHRM5 agonist
O=C(Nc1cc2ccccc2oc1=O)c1ccccc1	-12	-0.3	-9	24	3	17	-1	-12	2
CC1(C)Cc2ccccc2C(/C(=N/O)C(N)=O)=N1	9	4.8	23	0	21	9	-17	-2	-3

Later entries
M1 PAM,CRFR2-BP ag,M4 PAM,CHRM4 agonist,CRFBP-R2 block,CHRM5 antagonist,M4 antag,M5 PAM,CHRM5 agonist,SMILES
6,0.4,5,0,12,2,-4,0,2,COC(=O)c1ccccc1NC(=O)CSc1nc(N)cc(N)n1
-10,1.7,-3,5,-2,2,4,-11,-7,N#CCCN(C(=O)COC(=O)C1CCN(c2ccc(C(F)(F)F)cn2)CC1)c1ccc(F)cc1
-8,1.7,-8,0,-27,1,7,-5,-1,COc1ccc(Oc2ccc(N/C=C/C(=O)C(C)(C)C)cc2)cc1
11,0.8,1,1,23,-2,-6,-3,-3,O=C(NCc1ccccc1Cl)c1ccc2nc[nH]c2c1
-26,-0.8,-55,1,13,9,36*,-36,-19,Cc1cccnc1CN1CCN(Cc2nc(C(c3ccccc3)c3ccccc3)no2)CC1
2,0.6,4,1,-4,6,-1,-4,-1,Cc1cc(S(=O)(=O)NCC(C)C)ccc1OCC(=O)NCc1ccccn1
-1,-0.3,2,0,0,-1,-2,5,-2,CCOc1cccc(N2C(=O)CC(N3CCC(C(N)=O)(N4CCCCC4)CC3)C2=O)c1 (stereo unspecified)
-28,4.0,-10,24,-8,24,23,-39,2,C[C@H](NC(=O)c1nc[nH]c1C(=O)NCCCCCNC(=O)OC(C)(C)C)C(=O)OCc1ccccc1
4,0.7,-3,0,5,4,1,3,2,NC(=O)CC(NC(=O)Cc1ccc(Cl)cc1)c1ccc(NCCCN2CCCC2=O)c([N+](=O)[O-])c1 (stereo unspecified)
15,-0.7,10,1,5,-11,-20,5,0,Cc1ccc(CNc2ccc(N3CCOCC3)c(C(=O)O)c2)s1
5,2.2,3,1,2,12,-3,8,0,O=C(CSc1nc2ncc(Cl)cc2[nH]1)N1CCOCC1
6,-0.4,1,0,15,7,-5,1,-2,Cc1ccc(S(=O)(=O)N2CCN(C(=O)CC(C)n3cncn3)CC2)cc1 (stereo unspecified)
2,1.3,14,2,-18,6,-9,-6,-1,CN(C(=O)COC(=O)c1ccc2ccccc2n1)C1CCS(=O)(=O)C1 (stereo unspecified)
-1,1.4,-1,0,-21,4,6,-3,-7,COc1ccc(OC)c2sc(N(CCN(C)C)C(=O)c3cc(Cl)sc3Cl)nc12
14,-2.0,12,1,11,12,-5,4,3,OCC[C@H]1C[C@@H](O)[C@H](O)[C@]2(OCCCc3ccccc32)O1
6,-0.9,8,0,2,-4,-10,2,2,COc1ccc(-n2c(SCC(N)=O)nnc2-c2cccnc2)cc1
4,-2.2,22,2,7,-6,3,4,0,N#Cc1c(N)c(C(=O)c2ccc(Br)cc2)n2c1CCC2
3,6.4,-10,14,-39,9,-8,-15,3,N#Cc1ccc(NC(=O)COC(=O)CCc2ccc(S(=O)(=O)N3CCCCC3)cc2)cc1
0,-2.1,-6,1,-20,4,5,-2,-4,CCOC(=O)Cn1c(=O)c2c(nc(N3CCCCC3)n2Cc2ccccc2)n(C)c1=O
.,.,12,4,.,-4,-12,0,2,Cc1cccc(C)c1NC(=O)C1(C)CN(S(C)(=O)=O)CC(=O)N1Cc1cccs1 (stereo unspecified)
19,0.5,1,-1,-14,3,-7,-2,-3,Cc1onc(-c2ccccc2)c1C(=O)OCC(=O)N1CCCCC1
16,-1.2,-7,1,12,-1,-2,12,-1,CC(=O)c1cccc(S(=O)(=O)Nc2cccnc2)c1
10,-0.7,23*,3,-3,6,5,4,2,CC(C)CCN1C(=O)c2ccc(C(=O)Nc3cccc(S(N)(=O)=O)c3)cc2C1=O
3,1.4,10,-2,-18,3,-5,8,-1,Nc1cc(N)c2c(c1)C(=O)c1ccccc1-2
-4,0.2,0,0,17,15,1,-11,2,Oc1ccc(/C=N/NC(=S)Nc2cccnc2)cc1O
1,0.7,0,3,17,6,-12,-8,-3,CCc1cccc(CC)c1NC(=O)COC(=O)CC1c2ccccc2CCN1S(=O)(=O)c1ccccc1 (stereo unspecified)
-5,2.6,-14,0,-43,-4,0,-3,-5,COc1ccccc1/C=C1/C(=O)N(c2cc(C)cc(C)c2)C(c2cccc([N+](=O)[O-])c2)S1(=O)=O (stereo unspecified)
8,0.4,3,1,7,2,-11,2,-7,O=[N+]([O-])C1C(c2ccccc2)=NOC1c1ccccc1O (stereo unspecified)
9,-2.0,-3,2,-6,3,1,0,-1,Cc1ccc2oc(C(=O)NCc3ccc(S(N)(=O)=O)cc3)cc(=O)c2c1
-8,0.7,0,4,-14,3,-9,-4,-5,Cc1ccccc1OCCNC(=O)c1ccccc1Sc1ccccc1C#N

Molecules shown so far containing a COOH group, in the order listed:
M1 PAM,CRFR2-BP ag,M4 PAM,CHRM4 agonist,CRFBP-R2 block,CHRM5 antagonist,M4 antag,M5 PAM,CHRM5 agonist,SMILES
3,2.9,3,1,9,-3,5,-4,0,CC1CCC/C(=C\Nc2ccccc2C(=O)O)C1=O (stereo unspecified)
15,-0.7,10,1,5,-11,-20,5,0,Cc1ccc(CNc2ccc(N3CCOCC3)c(C(=O)O)c2)s1

Assay outcomes as filed in PubChem.
